Screening results: PubChem BioAssay, several laboratories
M4 ag = human M4 muscarinic receptor agonists, primary screen, CHO-K1 cells, Fluo-8 calcium fluorescence | Muscarinic acetylcholine receptor M4 (Homo sapiens), P08173 | 0.14% of 360,000 active | activation, % at 3 µM | CHO-K1 hM4/Gqi5; vehicle 0%, full acetylcholine response 100%;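 active means activation above the run mean over all test wells plus 3 SD, cut at about 32% in these data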;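 further: peak over basal fluorescence ratio per well then scaled between controls; 0% = DMSO wells and 100% = acetylcholine at EC100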
Target sequence (P08173 whole entry, looked up): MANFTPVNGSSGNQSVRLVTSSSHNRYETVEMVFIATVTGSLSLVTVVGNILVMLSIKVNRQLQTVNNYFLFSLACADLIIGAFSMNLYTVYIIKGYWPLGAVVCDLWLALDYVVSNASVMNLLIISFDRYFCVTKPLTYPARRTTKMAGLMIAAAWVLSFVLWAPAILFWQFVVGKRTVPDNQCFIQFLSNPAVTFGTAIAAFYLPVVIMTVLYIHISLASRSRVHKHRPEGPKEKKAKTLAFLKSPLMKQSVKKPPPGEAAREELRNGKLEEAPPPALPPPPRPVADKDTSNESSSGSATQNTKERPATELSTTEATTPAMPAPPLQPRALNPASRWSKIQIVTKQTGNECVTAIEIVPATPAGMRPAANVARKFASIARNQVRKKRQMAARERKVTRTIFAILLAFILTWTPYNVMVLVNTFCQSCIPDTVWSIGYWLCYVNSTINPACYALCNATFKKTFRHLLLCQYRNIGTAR
CHRM1 PAM = human M1 muscarinic receptor positive allosteric modulators, primary screen, CHO-K1 cells, Fluo-8 calcium fluorescence, 1536-well; Muscarinic acetylcholine receptor M1 (Homo sapiens), P11229; activation, % at 3 µM; CHO-K1 hM1, ACh EC20; 0% = ACh EC20, 100% = maximal ACh; AID 588819, 2011; 0.088% of 360,000 active; in the data active means activation above about 19%, passing the limit was not always enough
M5 antag = human M5 muscarinic receptor antagonists, primary screen, CHO cells, Fluo-8 calcium fluorescence; inhibition, % at 3 µM; 0.59% of 360,000 active; Muscarinic acetylcholine receptor M5 (Homo sapiens), P08912; CHO-hM5 cells, ACh EC80;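 active means inhibition above a per-plate cutoff, the mean of that plate's test compounds plus 3 SD, cut at about 27% in these data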;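 further: 0% = acetylcholine EC80 with DMSO and 100% = DMSO without agonist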
Target sequence (P08912 whole entry, looked up): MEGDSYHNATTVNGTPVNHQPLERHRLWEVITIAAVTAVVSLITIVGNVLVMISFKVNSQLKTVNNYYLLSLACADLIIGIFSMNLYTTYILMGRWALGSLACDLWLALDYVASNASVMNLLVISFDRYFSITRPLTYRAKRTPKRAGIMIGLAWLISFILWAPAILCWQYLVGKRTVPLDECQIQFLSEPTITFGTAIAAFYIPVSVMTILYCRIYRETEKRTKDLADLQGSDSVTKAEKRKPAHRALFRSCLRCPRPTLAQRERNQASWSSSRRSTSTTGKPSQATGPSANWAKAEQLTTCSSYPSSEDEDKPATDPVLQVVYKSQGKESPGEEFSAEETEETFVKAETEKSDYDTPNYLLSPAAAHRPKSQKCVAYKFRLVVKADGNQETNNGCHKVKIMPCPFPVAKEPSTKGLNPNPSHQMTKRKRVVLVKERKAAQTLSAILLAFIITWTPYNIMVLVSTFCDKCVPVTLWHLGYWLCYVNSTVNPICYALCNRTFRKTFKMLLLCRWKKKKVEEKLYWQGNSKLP
M4 PAM = human M4 muscarinic receptor positive allosteric modulators, primary screen, CHO-K1 cells, Fluo-8 calcium fluorescence. Muscarinic acetylcholine receptor M4 (Homo sapiens), P08173. activation, % at 3 µM. CHO-K1 hM4/Gqi5, ACh EC20; 0% = ACh EC20, 100% = maximal ACh. 0.4% of 360,000 active;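 active means activation above its plate's cutoff, the mean activation of sample wells plus 3 SD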; further: some results filed as inactive read as strong as hits
M4 antag = human M4 muscarinic receptor antagonists, primary screen, CHO cells, Fluo-8 calcium fluorescence; inhibition, % at 3 µM; 0.73% of 360,000 active; CHO-hM4 cells, ACh EC80; AID 624125, 2012; Muscarinic acetylcholine receptor M4 (Homo sapiens), P08173;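 active means inhibition above its plate's cutoff, the mean inhibition of sample wells plus 3 SD, cut at about 27% in these data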;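 further: 0% = acetylcholine EC80 with DMSO and 100% = DMSO without agonist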
M5 ag = human M5 muscarinic receptor agonists, primary screen, CHO-K1 cells, Fluo-8 calcium fluorescence; CHO-K1 hM5 cells; 0% DMSO wells, 100% maximal acetylcholine response; 0.19% of 360,000 active; Muscarinic acetylcholine receptor M5 (Homo sapiens), P08912; activation, % at 3 µM;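 active means activation above the run's mean over test compounds plus 3 SD, cut at about 23% in these data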;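 further: signal is peak over basal fluorescence ratio across the kinetic read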
M1 antag = human M1 muscarinic receptor antagonists, primary screen, CHO-K1 cells, Fluo-8 calcium fluorescence, 1536-well; Muscarinic acetylcholine receptor M1 (Homo sapiens), P11229; CHO-K1 hM1, ACh EC80 antagonist; inhibition, % at 3 µM; 1.3% of 360,000 active; AID 588852, 2011;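 active means percent inhibition above its own plate's cutoff, namely the mean of that plate's compound wells plus 3 SD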;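 further: peak over basal fluorescence ratio during 140 s after agonist addition; 0% = ACh EC80 plus DMSO and 100% = DMSO alone without agonist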
CRFR2-BP ag = agonists of CRF-BP/CRF-R2 complex, primary screen, cell-based, HEK293, calcium dye fluorescence, uHTS | CRF-binding protein / CRF receptor 2 complex (human) | calcium dye fluorescence (FLIPR); percent of saturating CRF peptide response | activation, % at 13.2 µM | 0.46% of 350,000 active;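 active means activation of at least 50%, plus an integration ratio under a set limit after plate pattern correction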;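 further: plate controls were neutral control wells without compound for no effect and CRF at EC100 for full effect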
M5 PAM = human M5 muscarinic receptor positive allosteric modulators, primary screen, CHO-K1 cells, Fluo-8 calcium fluorescence; Muscarinic acetylcholine receptor M5 (Homo sapiens), P08912; CHO-K1 hM5, ACh EC20 PAM; 0% = ACh EC20, 100% = ACh EC100; activation, % at 3 µM; 0.3% of 360,000 active;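 active means activation above the run cutoff, the mean activation of all test compounds plus 3 SD, cut at about 18% in these data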
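System – CHO-K1 hM5 cells · Compound – 3 µM, single dose · Incubation – compound preincubation 140 s before EC20 acetylcholine addition · Technique – Fluo-8 calcium fluorescence · Measure – Max/basal fluorescence ratio as % of EC20–EC100 ACh window · Benchmarks – low control EC20 acetylcholine (0%), high control EC100 acetylcholine (100%) · Replication – singlicate, one well per test compound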
The depositor's hits bear a star; / = no result given.

M4 ag,CHRM1 PAM,M5 antag,M4 PAM,M4 antag,M5 ag,M1 antag,CRFR2-BP ag,M5 PAM,mol
2,8,2,-1,3,2,-8,-6.0,3,CCOc1ccc(NC(=O)CN(C)Cc2cc(=O)n3c(-c4ccccc4)csc3n2)cc1OCC
1,5,2,15,-2,1,-7,-1.4,-2,O=C(O)c1ccc2c(c1)C(=O)/C(=C/c1ccccc1)C2=O
0,3,3,14,-1,1,-1,-1.6,1,CCSc1nnc([C@H](C)NC(=O)OC(C)(C)C)o1
1,8,-1,-3,-10,-2,-5,1.2,-5,O=C(CC1C(=O)NCCN1Cc1ccc(Cl)c(F)c1)NC1CCCCC1 (centres undefined)
1,5,2,13,2,-6,-4,0.1,-1,Cc1ccc(C)c(CSC2=NCCN2C(=O)Cc2ccc([N+](=O)[O-])cc2)c1
1,7,6,-4,1,-2,-9,4.5,0,CCC(=O)n1nc(-c2ccc(OC)cc2)nc1NCc1cccs1
0,10,6,8,4,0,-13,0.3,4,COc1cc2c(cc1OC)NC(=O)C2
0,0,6,-7,16,-3,9,-0.4,-1,CC1Cc2cc(/C(O)=C3\C(=O)C(=O)N(CCN(C)C)C3c3ccccc3F)ccc2O1 (centres undefined)
1,4,5,3,-8,-5,-9,2.1,3,Cc1ccccc1NC(=S)N(CCN(C)C)C(C)c1ccccn1 (centres undefined)
1,1,8,-5,2,2,-4,-1.1,4,Cc1cccc(N(CC(=O)NC(C)(C)C)C(=O)CNC(=O)c2cccs2)c1C
2,5,10,8,-3,-2,-5,-4.3,-2,CC(=O)N/C(=C/c1ccc(Cl)cc1)C(=O)NCCc1c[nH]c2ccccc12
7,0,12,-6,1,3,4,-0.9,-9,N#CCCN(C(=O)COC(=O)C1CCN(S(=O)(=O)c2ccccc2C(F)(F)F)CC1)c1ccccc1
-1,3,-6,-1,7,-8,-5,1.5,0,CCOc1cc(/C=N/O)cc(Cl)c1OC
2,2,8,2,8,-3,-1,-0.3,-7,COc1ccc(NC(=O)CCC(=O)N/N=C/c2ccc([N+](=O)[O-])s2)cc1
2,-3,0,-1,6,1,-1,3.9,-7,C#CCN(C[C@@H]1[C@@H](OC(=O)NCc2ccco2)[C@@H](OC(=O)NCc2ccco2)CN(C(=O)OC(C)C)N1C(=O)OC(C)C)S(=O)(=O)c1ccc(C)cc1
1,8,8,-2,2,-2,-10,-0.9,-4,CCC(C)(C)NC(=O)CN(C(=O)CCC(=O)Nc1nccs1)c1ccc2c(c1)OCO2
0,3,7,6,-9,0,-5,0.0,-8,Cc1ccc(C(=O)CNc2ccccc2C)cc1
19,-11,21,-13,10,5,20,0.8,-15,CCc1cccc(NS(=O)(=O)c2ccc3c(c2)n(C)c(=O)n3C)c1
0,-1,8,-6,-3,0,-4,/,-6,CCCCNC(=O)C1(C)CCCCN1C(=O)c1cc(C#N)cs1 (centres undefined)
8,3,-2,-1,-3,2,-1,-0.6,2,COc1ccc(NC(=O)CN(C)C(=O)C(CCSC)NC(=O)c2ccccc2)cc1 (centres undefined)
4,2,-3,-2,0,-1,-25,-1.9,0,COc1ccc(-c2cc(-c3ccccc3)n3ncnc3n2)cc1
1,3,2,-3,-13,-1,-5,-1.5,-3,O=C(c1cc(-c2ccc(F)cc2)on1)N1CCOCC1
17,-14,25,-14,27*,5,32*,0.0,-20,CCN=C(NCC)SC1CC(=O)N(c2cccc(OC)c2)C1=O (centres undefined)
0,1,10,14,6,1,-8,3.2,3,CC1(C)CC2CC(C)(CN2S(=O)(=O)c2ccc(C(=O)Nc3ccc(Cl)c(S(=O)(=O)N4CCOCC4)c3)cc2)C1 (centres undefined)

Entries of single compounds as entered above:
COc1cc2c(cc1OC)NC(=O)C2 in the list: M4 ag = 0; CHRM1 PAM = 10; M5 antag = 6; M4 PAM = 8; M4 antag = 4; M5 ag = 0; M1 antag = -13; CRFR2-BP ag = 0.3; M5 PAM = 4
CCOc1ccc(NC(=O)CN(C)Cc2cc(=O)n3c(-c4ccccc4)csc3n2)cc1OCC in the list: M4 ag = 2; CHRM1 PAM = 8; M5 antag = 2; M4 PAM = -1; M4 antag = 3; M5 ag = 2; M1 antag = -8; CRFR2-BP ag = -6.0; M5 PAM = 3

(more compounds)
M4 ag,CHRM1 PAM,M5 antag,M4 PAM,M4 antag,M5 ag,M1 antag,CRFR2-BP ag,M5 PAM,mol
13,-10,-1,-10,15,-2,22,-0.8,-4,Cc1cccn2c(=O)c3cc(C(=O)NCCN4CCOCC4)c(=N)n(Cc4ccc(F)cc4)c3nc12
3,16,8,7,-15,3,-13,5.8,-3,O=C(NC1CCCC1)c1cccc2c1C(=O)c1ccc(/C=C/c3ccccc3)cc1S2(=O)=O
-2,9,1,14,-2,3,-9,-2.1,6,Cc1nc2c(C(=O)NCCC(C)C)c[nH]n2c(=O)c1Cl
1,2,4,6,-8,-1,7,-1.1,0,C=C(C)CN(CC)C(=O)CSc1ccc(S(=O)(=O)N2CCN(C)CC2)cn1
1,7,2,3,2,4,1,-1.0,8,CN(C)S(=O)(=O)c1ccc2oc(SCC(=O)NCC(F)(F)F)nc2c1
0,-4,6,-7,3,-1,7,/,-5,Cn1ccc2c(N3CCC3)cc3c(c21)C1CCC3O1 (centres undefined)
3,0,5,-2,1,4,-3,4.8,-4,FC(F)(F)c1ccc(Sc2n[nH]c(C(F)(F)F)n2)nc1
9,5,14,0,7,-2,-2,0.4,-11,COc1ccc(S(=O)(=O)N2CCN(C(=O)c3cc4c(s3)CCCC4)CC2)cc1
1,17,-7,9,-1,-5,-13,-3.2,8,CC1CC(=O)C2=C(C1)Nc1ccccc1N(C(=O)COc1ccccc1)C2c1ccco1 (centres undefined)
0,9,7,4,-2,1,-11,0.2,0,COc1ccc(Br)c(C(=O)OCC(=O)NC2CC2)c1
0,10,18,3,-4,-3,-6,-0.8,1,COc1cc(C(=O)OC(C)CN2CCCCC2)cc(OC)c1OC (centres undefined)
1,4,-3,8,6,-3,-15,-0.3,4,O=C(N1CCOCC1)N1CCN(S(=O)(=O)N2CCCCC2)CC1
2,7,-5,-9,8,0,-1,-1.2,3,CC(=O)Nc1ccc(S(=O)(=O)NCCC(=O)OCCN2C(=O)c3ccccc3C2=O)cc1
3,6,-5,-46,14,1,-14,-2.0,5,O=C(CN1CCN(Cc2ccc(Cl)cc2)CC1)N/N=C/c1ccccc1F
1,-4,10,-10,12,-4,-10,1.7,-3,N=C1CCC(=N)c2c1c(O)c1ccccc1c2O
5,2,11,3,-16,24*,-6,-3.2,-1,CC12CCC3C(=CCc4cc(O)ccc43)C1CC(=NO)C2O (centres undefined)
1,9,-2,-2,5,0,-8,-1.1,13,CCc1ccc(-c2cc(N)n(-c3ccccc3)n2)cc1
5,0,7,3,-2,6,-5,9.1,-8,CNS(=O)(=O)c1cccc(C(=O)OCC(=O)c2cc(C)n(CC3CCCO3)c2C)c1 (centres undefined)
7,8,-4,-7,4,3,-16,-0.2,-7,CC1CCCCC1NC(=O)c1ccc2c(c1)[nH]c(=O)n2C1CCCC1 (centres undefined)
0,4,4,10,-13,6,-8,1.1,0,CC(C)=CCCC1(C)C=Cc2c(c(C)cc3c2[nH]c2cc(O)ccc23)O1 (centres undefined)
10,/,1,-1,6,7,/,/,-8,C[C@H](c1ccccc1)N1C[C@@H](COCc2ccccc2)Oc2cc(N3CCC[C@H]3CO)ccc2S1(=O)=O
1,11,-9,9,-10,4,-21,-0.1,10,CC(=O)N1CCN(CC(=O)Nc2cccc(S(=O)(=O)N3CCCCC3)c2)CC1
1,-6,8,0,-3,0,2,4.1,1,Cc1cc2oc(C(=O)Nc3ccc(S(N)(=O)=O)cc3)c(C)c2cc1Cl
13,-5,11,-7,11,3,10,0.7,-4,COc1ccccc1C(=O)N1CCN(CCNC(=O)C(=O)Nc2ccc(Br)c(C)c2)CC1
0,2,-2,1,3,1,-7,-1.8,4,CN(Cc1ccccc1)C(=O)c1[nH]cnc1C(=O)Nc1ccccc1F
1,7,-3,2,-21,0,-24,-2.1,-4,Nc1cccc(C(=O)O)c1
1,3,10,-2,6,2,1,1.8,-7,CC(C)(C)[C@H]1CCC(=O)N([C@H](CSc2ccccc2)Cc2ccccc2)CC1
1,7,0,0,-5,-2,4,1.8,-1,O=C(c1ccco1)N(CCC(c1ccccc1)c1ccco1)Cc1ccccc1 (centres undefined)
1,/,2,14,-7,3,/,/,7,C[C@H]1COc2cccc(N3CCC[C@H]3CO)c2S(=O)(=O)N1
2,6,5,1,4,-1,-4,-0.1,1,O=C(Nc1ncc2c(n1)CC(c1ccccc1)CC2=O)c1ccco1 (centres undefined)
0,3,1,5,-10,1,2,-3.8,1,Cc1nc2ncnn2c(C)c1CCC(=O)N1CCOCC1
2,-1,5,18,-3,-1,9,-0.8,-6,CC(C)CC(=O)NC(=S)Nc1ccc(S(=O)(=O)N2CCN(C)CC2)cc1
1,6,7,6,-19,3,-15,-0.8,-4,CC(C)[C@H](NC(=O)N1c2ccccc2NC(=O)[C@@H]1C(C)C)C(=O)N[C@H](Cc1ccccc1)C(=O)O
1,3,9,-2,6,-2,-23,-1.6,-2,Cc1ccc(S(=O)(=O)N(CC(=O)N/N=C/c2cccc(C)c2)c2cccc3cccnc23)cc1
1,7,8,21,-4,-3,-16,0.6,-5,O=S(=O)(c1ccc(Cl)nc1)N1CCN(Cc2ccc3c(c2)OCO3)CC1
11,1,4,-4,-10,3,-7,-2.0,-11,Cc1cc2cc(CCNC(=O)c3cccs3)c(=O)[nH]c2cc1C
1,1,-6,4,-2,-4,-11,4.0,-3,CCN(CC)CP(=O)(c1ccccc1)c1ccccc1
0,1,8,-7,4,-1,-2,0.5,-8,COc1cc2c(cc1NC(=O)CN(C)Cc1cccc(OC)c1OC)oc1ccccc12
5,6,5,2,4,0,-7,1.8,4,COc1ccc(C(=O)C2CCCN(C(=O)c3cccnc3SC)C2)c(C)c1 (centres undefined)
0,8,-1,-3,11,2,-4,0.1,8,CC(C)NC(=O)C1CCN(C2CCN(Cc3nc4ccccc4s3)CC2)CC1
1,8,-3,-3,4,-1,-2,2.4,5,CC1=C(C(=O)Nc2ccccc2)C(c2ccccc2[N+](=O)[O-])NC(=O)N1 (centres undefined)
3,-2,-9,12,-21,-3,6,1.2,6,CCOC(=O)C(/C=C(\C#N)C(=O)OCC)=C(/N)N1CCN(c2ccc(Cl)cc2)CC1
3,4,-1,-3,-8,-10,-5,1.2,-13,CC(C)=C1C2CCC1C1C(=O)N(NC(=O)COc3ccc(C(C)(C)C)cc3)C(=O)C21 (centres undefined)
1,9,11,6,-7,0,-13,0.3,-3,CCOC(=O)N1CCN(C(=O)CCNS(=O)(=O)c2ccccc2)CC1
